# Compound activity as filed in PubChem.
# TCR act: activates T cell receptor signaling; 330,000 tested, under 10 active; primary human leukocytes, anti-CD3, IL-2 HTRF, 48 h; Potency, µM (series often up to 9.22 µM), for the others: at the highest dose activation of IL-2 secretion, hits mostly activators; also: % of control where 0% means no effect
#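 HTRF read-out of IL-2 secretion: europium cryptate donor excited at 320nm, d2 acceptor emission at 665nm. Cells were primary human leukocytes incubated 48 hr with compounds and a-CD3 beads, supplying TCR signal only.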
# Tb PFK block: T. brucei PFK enzyme inhibition. Potency, µM (top dose mostly 57.5 µM), inactives show at the highest dose activity, negative = inhibition, actives largely listed as inhibitors. O15648. AID 485367. 330,000 tested, 0.17% active. T. brucei PFK, ADP-Glo luminescence;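 also: potency is read from the fitted curve at half-maximal effect; 0% = uninhibited 1x PFK enzyme wells and -100% = no-enzyme wells; nearly all actives have a fitted effect of over 60% in size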
# Target sequence (O15648 whole entry, looked up): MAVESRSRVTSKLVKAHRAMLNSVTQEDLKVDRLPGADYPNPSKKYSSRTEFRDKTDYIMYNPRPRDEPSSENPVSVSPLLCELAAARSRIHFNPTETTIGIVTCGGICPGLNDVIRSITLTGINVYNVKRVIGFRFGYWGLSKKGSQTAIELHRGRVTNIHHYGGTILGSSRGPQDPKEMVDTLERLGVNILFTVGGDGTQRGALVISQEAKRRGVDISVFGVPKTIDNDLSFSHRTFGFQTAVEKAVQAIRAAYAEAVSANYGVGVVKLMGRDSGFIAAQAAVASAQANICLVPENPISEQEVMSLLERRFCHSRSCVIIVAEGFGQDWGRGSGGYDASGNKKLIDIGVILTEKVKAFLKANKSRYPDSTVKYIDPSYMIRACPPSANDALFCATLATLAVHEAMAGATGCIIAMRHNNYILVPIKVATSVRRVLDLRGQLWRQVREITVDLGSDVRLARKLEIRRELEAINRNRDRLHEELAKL
#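 Activity is normalized to no-enzyme wells (full inhibition) and 1.25 nM enzyme wells (no inhibition). Reaction: 0.5 mM F6P, 0.1 mM ATP, 45 min RT, ADP-Glo luminescence; concentration-response curves fitted and classed by quality.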
# Giardia kill: Giardia lamblia killing; 340,000 tested, 0.15% active; Giardia lamblia trophozoite viability; AID 540267; activity change, % at 7.66 µM, hits read low; in the data active = activity change below about -80%; inconclusive = between about -30% and that limit;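 also: parasites exposed to compound for two days anaerobically before the ATP read; % is scaled to controls: 0 for no effect and ±100 for the full control effect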
#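 Each well holds 100 Giardia trophozoites and compound. After two days (48 hrs) at 37 deg C in anaerobic conditions, ATP is quantified by luminescence.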
# A-T KAP1 phos: potential ataxia-telangiectasia treatments restoring KAP-1 phosphorylation. AID 485349. […] A-T fibroblasts, KAP-1 phosphorylation AlphaLISA; neocarzinostatin DNA damage 30 min before lysis. 320,000 tested, 0.19% active. Potency, µM (doses to about 57.5 µM), for the others: at the highest dose activation, most hits filed as activators; also: potency is read from the fitted curve at half-maximal effect; % of control where 0% means no effect; nearly all actives have a fitted effect of over 45% in size
#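 hTERT-immortalized A-T patient fibroblasts ([…]), 500 cells/well in OPTI-MEM, 1% FBS, got compounds for 60 min, then NCS for 30 min at 37C. Lysates were then assayed for phospho-KAP-1 by AlphaLISA (anti-pKAP1 donor, anti-KAP1 acceptor beads), 6 hr at 25C.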
# FBPA coupling cs: inhibits coupling enzyme system, counter-screen for aldolase hits | coupling enzyme system counterscreen, AmpLite Red fluorescence | activity change, negative = inhibition, % at 58.2 µM, hits read low | 290,000 tested, 0.67% active | AID 2472; in the data active = activity change below about -30%; also: % is scaled to controls: 0 for no effect and ±100 for the full control effect
#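 Counterscreen lacking aldolase: glyceraldehyde-3-phosphate coupling-enzyme reagent preincubated 10 min at RT with compound (at 57.5 uM final), then substrate/coupling system with AmpLite Red added; fluorescence read at 525/598 nm after 20 min RT.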
# TSHR antagonist: antagonists of human thyroid stimulating hormone receptor | P16473 | TSHR-expressing cells, TSH-stimulated cAMP HTRF, 2 h; active compounds read low | activity change, negative = inhibition, % at 11.5 µM | 330,000 tested, 0.2% active | AID 504810;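 active = activity change below a set negative limit, meaning inhibition stronger than a set level, cut at about -70% in these data; inconclusive = activity change between two set negative limits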; also: % is scaled to controls: 0 for no effect and ±100 for the full control effect
#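 Inhibition of cAMP made by TSHR-expressing cells under TSH stimulation (4nM final, EC80; 2 h, 37 deg C) is quantified with a one-step lysis HTRF kit, anti-cAMP cryptate versus cAMP-d2.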
# GALK inhibitor: blocks human galactokinase activity; Purified GALK, Kinase-Glo residual ATP luminescence; Potency, µM (highest dose often 57.5 µM), for inactives: at the highest dose activity change, negative = inhibition, usual class: inhibitors; 270,000 tested, 0.007% active; also: potency is read from the fitted curve at half-maximal effect; % is scaled to controls: 0 for no effect and ±100 for the full control effect
# Target sequence (P51570 whole entry, looked up): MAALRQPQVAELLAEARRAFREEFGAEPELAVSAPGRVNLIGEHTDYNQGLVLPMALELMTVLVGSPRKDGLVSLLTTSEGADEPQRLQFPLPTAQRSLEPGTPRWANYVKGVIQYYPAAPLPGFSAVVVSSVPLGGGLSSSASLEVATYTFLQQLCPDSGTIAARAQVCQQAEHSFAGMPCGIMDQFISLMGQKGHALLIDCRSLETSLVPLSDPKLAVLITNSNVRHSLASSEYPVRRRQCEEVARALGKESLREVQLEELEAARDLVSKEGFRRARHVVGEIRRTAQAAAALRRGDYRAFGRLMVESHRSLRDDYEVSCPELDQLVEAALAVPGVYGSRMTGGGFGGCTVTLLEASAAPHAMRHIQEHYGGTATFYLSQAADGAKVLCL
#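 5 nM enzyme, 35 uM ATP, 100 uM galactose, 20 mM HEPES pH8.0, 5 mM MgCl2; 1 h RT; residual ATP by Kinase-Glo Plus luminescence, qHTS format.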
# BCR signal inh: blocks chronic active B-cell receptor signaling | 340,000 tested, 0.05% active | ABC-DLBCL IkBa-CBG/CBR reporter, luminescence ratio, 4 h | Potency, µM (highest dose often 46.1 µM), inactives show at the highest dose ratio change, negative = lower green/red ratio, most hits filed as inhibitors; active = well fitted inhibition curve with a large enough effect in the signal ratio, with a control signal flat, not every such curve was filed as active; inconclusive = small, poorly fitted or top-dose-only effect, or effect the other way, or a change in a side signal; the % refers to the signal ratio;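 also: potency is read from the fitted curve at half-maximal effect; plate controls were basal doxycycline-induced cells for no effect and cells given 10 µM MG132 for full effect; MG132 reads +100%, hits lower the ratio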
#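 Concentration-response series (up to 46 uM) were applied to TMD8 dual-reporter cells for 4 h at 37C with doxycycline. Green/red ratio, after filter-overlap correction, defined %Activity; red signal alone was normalised to basal cells and zero luminescence.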
# CXXC DNA block: MLL CXXC-DNA interaction inhibition. Q03164. MLL-CXXC / FITC-HOXA9 DNA fluorescence polarization. Potency, µM (top dose mostly 115 µM), inactives show at the highest dose activity change, negative = inhibition, most hits filed as inhibitors. 290,000 tested, 0.037% active. AID 2662; active = well fitted inhibition curve with a large enough effect in the polarisation, with a control signal flat, not every such curve was filed as active; inconclusive = small, poorly fitted or top-dose-only effect, or effect the other way, or a change in a side signal; inactive = no such curve, though single readings can be large or run the other way; the % refers to the polarisation; also: potency is read from the fitted curve at half-maximal effect
#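 Steps: dispense CXXC domain solution (7 uM) → pin compounds or unlabeled HOX-A9 DNA control → 5 min ambient → add FLSN-HOX-A9 solution (50 nM) → spin → 30 min ambient → fluorescence polarization. Tris pH 7.5/NaCl/DTT/BSA buffer.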
# hERG WT inh: blocks the wildtype human KCNH2 potassium channel | 340,000 tested, 0.37% active | AID 720551 | activity change, % at 1.84 µM | U2OS, BacMam KCNH2, thallium flux FluxOr; active compounds read low;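 active = maximum activity change below -70%; inconclusive = maximum activity change between -70% and -50%; inactive = maximum activity change above -50%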; also: % is scaled to controls: 0 for no effect and ±100 for the full control effect
#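 U2OS cells transduced with wild-type KCNH2 virus are loaded with FluxOr dye for 45 min, and thallium flux is measured in kinetic reads before and after stimulation buffer. Rate constants are normalized to DMSO controls.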
# * hit, by the source's call; i = inactive; ? = inconclusive; . = not tested or not shown; & = joins results of further samples; [ ] = another dose, or the depositor's remark. Unless noted, calls follow the shape of the dose curve; as a rule, active = well fitted curve in the direction sought with a large enough effect; inconclusive = small, poorly fitted or top-dose-only effect, or another doubt; inactive = no such curve, though single readings can be large; an effect the other way counts as inactive or inconclusive.
# Every second line gives: TCR act, Tb PFK block, Giardia kill, A-T KAP1 phos, FBPA coupling cs, TSHR antagonist, GALK inhibitor, BCR signal inh, CXXC DNA block, hERG WT inh
> COc1cc(NC(=O)CCc2c(C)[nH]c(=O)c(C#N)c2C)cc(OC)c1
    3%, 0%, -7, 12%, 0, 11, -2%, -4%, 1%, 4
> CCOc1ccc(CN(C)C(=O)CNC(=O)c2sc3ccccc3c2Cl)cc1
    12%, 0%, 2, 17%, ., -23, ., 6%, ., -12
> CN(C(=O)COC(=O)c1cncc(Br)c1)C1CCS(=O)(=O)C1 (stereo not drawn)
    3%, -1%, 0, 1%, -2, 6, 1%, -2%, -1%, -3
> Cc1ccc(O)c(C(=O)CC(=O)c2cccc(F)c2)c1
    -1%, 13%, 22, -2%, -3, -6, 0%, 10%, 2%, 1
> CN(CC(=O)Nc1ccc(Cl)c(Cl)c1)CC(=O)Nc1ccc2c(c1)OCO2
    1%, -13%, -8, 13%, ., 22, ., -13%, ., -5
> Cc1ccc(NS(=O)(=O)c2ccc(CCC(=O)N3CCCC3)cc2)cc1
    -16%, 6%, 0, 2%, 8, 5, 1%, 0%, -5%, -2
> CCOC(=O)c1c(C)[nH]c(C)c1S(=O)(=O)NCCCN1CCOCC1
    6%, 0%, 4, 0%, 2, 0, 6%, -2%, -3%, -6
> O=C(N/N=C/C=C/c1ccccc1)c1ccncc1
    -2%[46.1 µM], -1%, -16, 5%, 0, 13, -2%, ?, -3%, -3
> COc1ccc(NC(=S)NCc2ccc(F)cc2)c(OC)c1
    ., 1%, -7, 11%, -5, -1, -4%, -7%, 8%, -11
> Cc1oc2c(CN3CCCC3)c(O)ccc2c(=O)c1-c1ccc(Br)cc1
    -1%, 2%, -3, -5%, 2, 5, 0%, 1%, 6%, -5
> C=CCOc1c(Cl)cc(C2NC(=O)NC(C)=C2C(=O)OC)cc1Cl (stereo not drawn)
    6%, 1%, 3, -4%, 12, -4, 0%, -1%, -4%, -2
> N#CC1=C(SCC(=O)Nc2nccs2)NC(=O)CC1c1ccccc1 (stereo not drawn)
    ., 6%, 3, ., -9, -5, 3%, 5%, -8%, -29
> O=[N+]([O-])c1cccc(C=Nc2cccc3ccccc23)c1O
    -2%, -7%, -15, ?, -14, -4, 0%, -4%, -19%, 2
> CCOC(=O)c1cc(-c2ccc(C#N)cc2)nc2c1c(C)nn2CCC#N
    -2%, -11%, -4, -1%, 2, -7, 0%, -18%, -1%, -4
> COCCCNC(=O)CCc1c(C)nc2c(c(C)nn2-c2ccc(C)cc2)c1C
    4%, -3%, 0, -4%, 0, -6, ., 1%, 5%, -7
> O=C1CCCC2=C1C(Cc1ccccc1)C1=C(CCCC1=O)O2
    -2%, -1%, 21, 2%, -6, 10, 1%, -2%, 3%, 4
> C/C(=C(/NC(=O)c1ccccc1)C(=O)O)c1ccco1
    7%[46.1 µM], -3%, 8, 5%, -3, 14, 1%, -3%, 3%, 31
> Oc1cc(NCc2ccc(F)cc2)cc2cccnc12
    -6%, 4%&-2%, 10, 5%&-15%, ., 19&7, ., ?, ., .
> CCC(NC(=O)Cc1c(C)c2ccc(OC)c(C)c2oc1=O)C(=O)NC(Cc1ccc(Cl)cc1)C(=O)O (stereo not drawn)
    5%, -25%, -1, 8%, 8, -4, ., 15%, -16%, 2
> Cc1cccc(-n2c(=S)[nH]c3c(oc4ccccc43)c2=O)c1
    -7%[46.1 µM], -1%, -3, -2%, 2, 26, -2%, 0%, 2%, 3
> O=S(=O)(N1CCCCC1)n1c(Cc2ccccc2)nc2ccccc21
    2%, 1%, 0, 8%, 6, 1, -2%, -11%, 5%, 0
> CCCN(CCC)CCNc1c(N2CCN(C(=O)OCC)CC2)c(=O)c1=O
    -4%, 2%, -10, ., 3, 14, 3%, 13%, 8%, 3
> CN1CCC(N(C)C(=O)c2sc3cc(F)ccc3c2Cl)CC1
    -5%, 0%, -1, -4%, 3, 12, -2%, 5%, 7%, -5
> Cc1nnc(SCc2ccccc2)n(N)c1=O
    -6%[46.1 µM], 0%, 25, 9%, 3, 10, 0%, 12%, -4%, 11
> Cc1ccc(C(=O)Nc2ccc3c(c2)C(=O)N(CC2CCCO2)C3=O)cc1 (stereo not drawn)
    ., -7%, 14, 14%, ., -11, -2%, -1%, 30%[activator], -4
> Cc1cc(C)n2nc(SCC(=O)Nc3ccc(F)c(F)c3F)nc2n1
    -54%, -2%, -10, 4%, ., 1, ., 1%, ., 2
> O=C(NCC(c1ccco1)N1CCc2ccccc21)c1ccccc1Cl (stereo not drawn)
    7%, -1%, -1, -1%, ., -2, ., -11%, ., 2
> COC(=O)Nc1ccc(S(=O)(=O)N2CCCC(C(=O)N3CCN(C)CC3)C2)cc1 (stereo not drawn)
    -1%, -16%, -17, 35%, 1, 7, 3%, -9%, -7%, -1
> CCC(=O)/C=C1/Sc2ccc(OC)cc2N1CCO
    1%, -9%, 7, -5%, 0, 1, -1%, 0%, 4%, 16
> N#Cc1ccccc1NC(=O)CSC1=Nc2ccccc2C2CC=NN12 (stereo not drawn)
    -1%, -8%, 5, 7%, 0, -4, -1%, 20µM*, 4%, -7
> CCC(NC(=O)Nc1cc(OC)c(OC)c(OC)c1)(C(F)(F)F)C(F)(F)F
    -5%, 0%, -2, 4%, -11, 1, -2%, -5%, 1%, -13
> CCCCc1nnc(NC(=O)c2ccc(S(=O)(=O)N3CCOCC3)cc2)s1
    -10%, 0%, 22, 16%, ., 8, ., 25%, ., 1
> Cc1ccc(C(=O)Nc2nnc(-c3ccncc3)s2)o1
    -5%, 9%, 13, -4%, 1, -11, 0%, ?, 6%, 10
> COC(=O)c1ccc(S(=O)(=O)N2CCCCCC2)n1C
    -3%, -9%, 11, 3%, 3, 1, ., 5%, -6%, -6
> COc1cnn(-c2ccc(Br)cc2)c(=O)c1SCc1ccccc1
    10%[46.1 µM], -2%, 1, 4%, -6, -16, 2%, -5%, 24%, 7
> COc1ccc(C)cc1NC(=O)CSCc1ccccc1C
    ., 3%, 21, 33%, 1, ?, -4%, -1%, -5%, 6
> Cc1ccc(NC(=O)C(C)N=C2NS(=O)(=O)c3ccccc32)cc1F (stereo not drawn)
    -2%, 1%, 0, -6%, -1, -1, -1%, ?, 2%, -8
> CCOc1ccc(S(=O)(=O)N2CCN(CC(O)COc3cccc([N+](=O)[O-])c3)CC2)cc1 (stereo not drawn)
    0%, -11%, 2, -14%, -1, -9, 5%, 6%, -17%, 21
> C/C(=N/NC(=O)COc1cc(C)ccc1C(C)C)C(=O)O
    9%, 0%, 20, -6%, 3, 9, 2%, 10µM*, 6%, i
> O=C(CN1C(=O)c2ccccc2C1=O)Nc1nc(-c2cccc([N+](=O)[O-])c2)cs1
    ., 0%, ., -1%, 3, 7, 1%, 15%, 45%[activator], .
> Cc1ccc([C@@H]2CC=C(C(=O)O)[C@H](c3ccc(Cl)cc3)N2S(=O)(=O)c2ccc(C)cc2)cc1
    -2%, -16%, ?, -21%, ., -6, ., 0%, ., 9
> COC(=O)C1=NN(C(=O)c2cccc(Br)c2)C(O)(c2ccc(Cl)cc2)C1 (stereo not drawn)
    -2%, 5%, 1, -4%, 0, 6, -3%, ?, 59%[activator], .
> CCn1c(SCC(=O)Nc2ccc3c(c2)OCCO3)nnc1C(C)C
    3%, -1%, 5, -2%, -2, -3, -3%, -1%, -6%, -2
> Cc1cccc(OC(C)C(=O)OCC(=O)Nc2sccc2C(N)=O)c1 (stereo not drawn)
    0%, 0%, -13, -1%, ., -8, ., -1%, ., -10
> O=C(Cc1c(F)cccc1Cl)Nc1ncc([N+](=O)[O-])s1
    -4%, -4%, -91*, -4%, -17, -13, 0%, ?, 2%, 1
> Brc1cc2c(cc1-c1nc3ccccc3s1)OCO2
    4%, -6%, -6, 4%, 0, -17, 0%, ?, 22%, -4

# Three entries picked at random from the list so far, as already listed:
# Every second line gives: TCR act, Tb PFK block, Giardia kill, A-T KAP1 phos, FBPA coupling cs, TSHR antagonist, GALK inhibitor, BCR signal inh, CXXC DNA block, hERG WT inh
> Cc1ccc([C@@H]2CC=C(C(=O)O)[C@H](c3ccc(Cl)cc3)N2S(=O)(=O)c2ccc(C)cc2)cc1
    -2%, -16%, ?, -21%, ., -6, ., 0%, ., 9
> COc1cnn(-c2ccc(Br)cc2)c(=O)c1SCc1ccccc1
    10%[46.1 µM], -2%, 1, 4%, -6, -16, 2%, -5%, 24%, 7
> C/C(=N/NC(=O)COc1cc(C)ccc1C(C)C)C(=O)O
    9%, 0%, 20, -6%, 3, 9, 2%, 10µM*, 6%, i

# Rows were taken by chance; about 1.6% have a hit in one of these screens.
